SENP8 block-1 = human SENP8 protease inhibitors, primary screen, biochemical, fluorescence, Nedd8 protein substrate, uHTS. recombinant SENP8. inhibition, % at 20 µM. 360,000 tested, 0.64% active. AID 602440, 2012; in the data active = inhibition mostly above about 40%, no sharp cut-off; inactive = mostly below about 27%
Target sequence (Q96LD8 whole entry, looked up): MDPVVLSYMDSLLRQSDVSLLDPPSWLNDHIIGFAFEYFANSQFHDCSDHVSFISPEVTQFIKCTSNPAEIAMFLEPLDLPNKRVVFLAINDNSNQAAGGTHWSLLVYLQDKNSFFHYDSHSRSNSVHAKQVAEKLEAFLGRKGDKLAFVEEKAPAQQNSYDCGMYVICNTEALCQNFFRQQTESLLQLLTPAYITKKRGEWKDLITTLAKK
PfGluPho inh = PfG6PD enzyme inhibitors, primary screen, biochemical, fluorescence intensity, uHTS; glucose-6-phosphate dehydrogenase-6-phosphogluconolactonase (Plasmodium falciparum 3D7); PfGluPho enzyme, NADPH resazurin-diaphorase fluorescence; inhibition, % at 20 µM; 350,000 tested, 0.78% active; AID 504690, 2011;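 active = inhibition reaching at least a set limit at 20 µM in the primary screen, cut at about 59% in these data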;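 also: 0% = DMSO wells with substrate and 100% = DMSO wells lacking glucose-6-phosphate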
SENP1 inh = human SENP1 catalytic domain inhibitors, primary screen, biochemical, FRET, uHTS; recombinant SENP1 catalytic domain, CyPet-SUMO1-YPet FRET cleavage; inhibition, % at 10 µM; 360,000 tested, 0.21% active; AID 624204, 2012;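 active = inhibition at least 30% at 10 µM, raw YFP signal under a set limit, fluorescence ratio 0.5 to 1.5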;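 also: 0% = enzyme with DMSO and 100% = no enzyme wells; some results filed as inactive read as strong as hits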
Target sequence (Q9P0U3 419-644 limits assumed): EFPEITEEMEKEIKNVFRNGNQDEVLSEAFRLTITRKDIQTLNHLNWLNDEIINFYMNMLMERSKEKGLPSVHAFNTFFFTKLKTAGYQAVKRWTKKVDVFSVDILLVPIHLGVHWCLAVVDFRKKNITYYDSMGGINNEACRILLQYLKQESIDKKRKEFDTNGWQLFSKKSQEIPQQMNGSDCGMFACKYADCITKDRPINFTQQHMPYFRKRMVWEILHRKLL
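Compound: 10 µM single point, 0.5% DMSO; Test system: hSENP1 catalytic domain, recombinant; Timing: 50 min reaction at room temperature; Technique: FRET, CFP and YFP emission; Control set: no-enzyme wells low, DMSO-plus-enzyme wells high control.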
SENP8 block-2 = SENP8 protease inhibitors, primary screen, biochemical, luminescence; Sentrin-specific protease 8 (Homo sapiens), Q96LD8; purified SENP8, Z-RLRGG-aminoluciferin cleavage; inhibition, % at 10 µM; 330,000 tested, 1.2% active; AID 2540, 2010; in the data active = inhibition above about 50%
HKDC1 inhibitor = HKDC1 hexokinase inhibitors, primary screen, biochemical, fluorescence, uHTS; Q2TB90; recombinant HKDC1, G6PDH/diaphorase resazurin coupled fluorescence; inhibition, % at 20 µM; 340,000 tested, 0.16% active; AID 493160, 2011;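 active = inhibition above about 35% when tested at 20 µM, limit read from the data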;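 also: plate controls were DMSO wells with enzyme for no effect and DMSO wells lacking enzyme for full effect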
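Assay system: in-house recombinant HK5 (HKDC1) enzyme. Input: HKDC1 at 5 µg/mL. Medium: Tris pH 8.0 buffer with MgCl2, Tween-20, BSA, BME. Dosing: single 20 µM dose. Schedule: 90 min reaction incubation at room temperature, dark. Signal: resazurin-to-resorufin fluorescence via G6PDH and diaphorase coupling, 525/613 nm. Controls: DMSO-enzyme wells negative, buffer-substituted wells positive.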
Apaf-1 inh = inhibitors of human Apaf-1 apoptosome, primary screen, biochemical, DEVD-Rh110 fluorescence, uHTS; 330,000 tested, 0.71% active; reconstituted apoptosome caspase-3 activity; inhibition, % at 20 µM; Apoptotic protease-activating factor 1 (Homo sapiens), O14727; active = inhibition of at least 40% at 20 µM;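 also: plate controls were DMSO wells for no effect and DEVD-CHO caspase inhibitor wells for full effect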
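Material: biochemical Apaf-1 apoptosome reconstitution. Medium: Hepes buffer, pH 7.5. Also added: cytochrome c activation, bis-DEVD rhodamine 110 substrate. Timing: 30 min compound preincubation, 50 min activation, room temperature. Measured by: rhodamine 110 fluorescence at Ex 480/Em 540 nm.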
SENP6 block = SENP6 protease inhibitors, primary screen, biochemical, luminescence, uHTS; Sentrin-specific protease 6 (Homo sapiens), Q9GZR1; Recombinant SENP6 catalytic domain, aminoluciferin luminescence; inhibition, % at 10 µM; 330,000 tested, 1.8% active; AID 2599, 2010;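 active = inhibition above about 50% at the single tested dose, limit read from the data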;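 also: plate controls were DMSO wells with enzyme for no effect and DMSO wells lacking enzyme for full effect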
Target sequence (Q9GZR1 628-1112 limits assumed): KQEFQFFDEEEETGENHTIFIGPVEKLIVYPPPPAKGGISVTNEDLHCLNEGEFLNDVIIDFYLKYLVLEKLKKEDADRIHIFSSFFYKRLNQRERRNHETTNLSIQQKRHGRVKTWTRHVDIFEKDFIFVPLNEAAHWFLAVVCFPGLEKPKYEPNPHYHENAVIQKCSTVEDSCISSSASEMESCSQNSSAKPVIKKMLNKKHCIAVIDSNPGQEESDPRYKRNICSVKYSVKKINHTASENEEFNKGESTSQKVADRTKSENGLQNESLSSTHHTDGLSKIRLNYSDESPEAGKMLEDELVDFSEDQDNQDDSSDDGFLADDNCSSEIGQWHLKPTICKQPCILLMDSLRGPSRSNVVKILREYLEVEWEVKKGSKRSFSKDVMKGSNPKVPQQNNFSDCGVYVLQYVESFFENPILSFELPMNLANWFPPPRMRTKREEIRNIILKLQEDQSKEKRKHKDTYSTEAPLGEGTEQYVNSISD
SENP7 block = SENP7 protease inhibitors, primary screen, biochemical, luminescence, uHTS; Sentrin-specific protease 7 (Homo sapiens), Q9BQF6; recombinant SENP7, Z-RLRGG-aminoluciferin luminescence, 40 min; inhibition, % at 5 µM; 330,000 tested, 1.5% active;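 active = inhibition above about 50% at the single test dose, limit read from the data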;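 also: plate controls were DMSO with enzyme for no effect and no enzyme buffer wells for full effect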
* marks the source's active call; other numbers are inactive results; / = no result given.

SMILES	SENP8 block-1	PfGluPho inh	SENP1 inh	SENP8 block-2	HKDC1 inhibitor	Apaf-1 inh	SENP6 block	SENP7 block
COc1ccc(CC(=O)Nc2ccccc2-c2ccccc2)cc1OC	6	-2	2	11	-3	7	-27	-2
COc1ccc(NC(=O)CSc2c(C)n[nH]c2C)cc1	14	-7	0	0	-9	0	-4	2
O=C(CN(Cc1ccccc1)C(=O)CCC(=O)Nc1nccs1)NCC1CCCO1 (stereo not drawn)	10	4	-1	0	-4	-1	-18	4
CCN(CC)CCCNC(=O)c1cc2nc3c(c(C(F)(F)F)n2n1)CCc1ccccc1-3	-277	7	-5	-5	-13	9	-13	-5
COC(=O)N/N=C\c1cccc(OC(=O)c2cccs2)c1	8	12	3	2	-4	-7	-9	2
CCNC(=O)COc1ccc(C=O)cc1OC	4	-1	2	-4	2	-2	6	1
O=C(NCC(c1cccnc1)N1CCN(c2ccccc2F)CC1)C1CCCCC1 (stereo not drawn)	12	-15	-2	1	3	4	8	-9
Cc1ccc(-c2c(C(=O)N/N=C/c3cccs3)nnn2-c2nonc2N)cc1	-12	81*	-1	-10	3	1	-1	22
CS(=O)(=O)Nc1ccc(Br)cc1C(=O)c1ccccc1	26	-14	2	3	-7	4	-21	-6
COc1cc(NC(=O)c2cc3c(C)nc4ccccc4c3o2)cc(OC)c1OC	-7	20	2	9	-3	-2	6	-5
CCCCCn1c(=O)[nH]c2cc(C(=O)NCc3ccccn3)ccc2c1=O	-142	0	-2	-1	-1	-2	5	-7
COCCn1c(N)c(N(Cc2ccccc2)C(=O)c2cc3ccccc3o2)c(=O)[nH]c1=O	2	-3	-1	-8	-6	-10	-11	-1
CCOc1ccc(S(=O)(=O)N2CCCC(C(=O)NC3CCCC3)C2)cc1 (stereo not drawn)	7	4	0	-2	-6	3	1	0
CCCOc1ccc(/C=N/n2nnnc2N)cc1OC	-157	9	0	-11	7	-7	2	-4
CCCCS(=O)(=O)N1CCC(C(=O)Oc2ccc(Cl)cc2)CC1	11	-7	1	-17	-9	0	-1	4
O=C(C1=C[C@@H](C2CC2)C[C@@H](OCc2ccc(CO)cc2)O1)N1CCN(Cc2ccc3c(c2)OCO3)CC1	9	3	1	-1	-4	7	-9	-7
COC(=O)c1[nH]c2ccccc2c1NC(=O)C(C)N1CC(C)OC(C)C1 (stereo not drawn)	-269	-13	1	-3	-1	-22	-13	3
O=C(COc1ccccc1)NC(NC(=S)Nc1ccccc1O)C(Cl)(Cl)Cl (stereo not drawn)	20	20	-1	2	8	-5	8	6
NC(=O)CC(NC(=O)Cc1ccc(Br)cc1)c1ccc(N2CCCCCCC2)c([N+](=O)[O-])c1 (stereo not drawn)	14	3	1	-6	-9	21	-12	2
CN(C)Cc1c(C(=O)N/N=C/c2ccccc2OCc2ccc(F)cc2)nnn1-c1nonc1N	12	-15	2	-12	-5	2	-44	-7

Gathered by group: those above containing a Cl atom (2)
SMILES	SENP8 block-1	PfGluPho inh	SENP1 inh	SENP8 block-2	HKDC1 inhibitor	Apaf-1 inh	SENP6 block	SENP7 block
CCCCS(=O)(=O)N1CCC(C(=O)Oc2ccc(Cl)cc2)CC1	11	-7	1	-17	-9	0	-1	4
O=C(COc1ccccc1)NC(NC(=S)Nc1ccccc1O)C(Cl)(Cl)Cl (stereo not drawn)	20	20	-1	2	8	-5	8	6

Reprinted at random: 3 records from the list.
SMILES	SENP8 block-1	PfGluPho inh	SENP1 inh	SENP8 block-2	HKDC1 inhibitor	Apaf-1 inh	SENP6 block	SENP7 block
CCN(CC)CCCNC(=O)c1cc2nc3c(c(C(F)(F)F)n2n1)CCc1ccccc1-3	-277	7	-5	-5	-13	9	-13	-5
CS(=O)(=O)Nc1ccc(Br)cc1C(=O)c1ccccc1	26	-14	2	3	-7	4	-21	-6
CN(C)Cc1c(C(=O)N/N=C/c2ccccc2OCc2ccc(F)cc2)nnn1-c1nonc1N	12	-15	2	-12	-5	2	-44	-7

PfGluPho inh: entries above that show a hit.
mol	SENP8 block-1	PfGluPho inh	SENP1 inh	HKDC1 inhibitor	SENP6 block	SENP7 block
Cc1ccc(-c2c(C(=O)N/N=C/c3cccs3)nnn2-c2nonc2N)cc1	-12	81*	-1	3	-1	22

The listing continues:
SMILES	SENP8 block-1	PfGluPho inh	SENP1 inh	SENP8 block-2	HKDC1 inhibitor	Apaf-1 inh	SENP6 block	SENP7 block
Cc1ccc(O)c(-c2cc(C(=O)Nc3c(C)n(C)n(-c4ccccc4)c3=O)[nH]n2)c1	17	-16	0	-1	8	-6	-2	-4
COc1ccc(N2CCN(C(=O)CSc3nnc(-c4ccc5[nH]c(C)c(C)c5c4)o3)CC2)cc1	-8	-9	3	-6	-1	4	4	-1
CCOc1ccc(C(=O)Nc2cccc(-c3ccc(N4CCOCC4)nn3)c2)cc1OCC	-22	3	-1	-1	-2	13	4	3
Cc1[nH]c(=O)[nH]c(=O)c1/C=N/NC(=O)[C@H](CC(C)C)NC(=O)OC(C)(C)C	22	8	0	5	2	-6	8	3
COCCNC(=S)N1CCCN(c2nc3cc(C)ccc3cc2C#N)CC1	-277	6	-120	2	5	12	-9	4
Cc1ccc(CNC(=O)c2ccc(CN3CCOCC3)cc2)cc1	0	4	-1	4	-5	-5	-11	-1
O=C1CN(C(=O)CSc2nc3cc(Cl)ccc3c(=O)n2Cc2ccccc2)c2ccccc2N1	5	-7	-2	-2	3	10	-1	-8
Cc1cccc(CN2C(=O)/C(=C\c3ccc(C(=O)NCCCN4CCN(C)CC4)cc3)Oc3ccccc32)c1	-365	/	-43	-16	/	53*	-25	-9
O=C(CC(c1ccccc1)c1cc(Br)ccc1O)NCCCN1CCOCC1 (stereo not drawn)	8	0	2	-1	-8	-3	2	0
COc1ccccc1N1CCN(S(=O)(=O)c2c(C)[nH]c(C)c2C(=O)N2CCCC2)CC1	17	7	0	-1	-4	-9	11	2
Cc1cc2nc(C3CCN(CC4COc5ccccc5O4)CC3)[nH]c2cc1C (stereo not drawn)	13	5	-31	6	5	-9	2	3
COc1ccc(CS(=O)c2nc(C)cc(C)c2S(C)(=O)=O)cc1 (stereo not drawn)	17	-20	-2	-6	-2	4	-10	-2
Cc1onc(-c2ccccc2Cl)c1C(=O)NNC(=O)c1ccccc1F	10	14	-3	-6	-3	7	-25	-13
Cc1ccc(N(C(=O)c2csnn2)C(C(=O)NC(C)(C)C)c2ccncc2)cc1 (stereo not drawn)	13	0	3	-10	-7	-10	-12	-10
O=C(CSc1nnc(NC(=O)Cc2ccccc2)s1)NCC1CCCO1 (stereo not drawn)	11	-27	2	1	2	-8	-2	1
Cc1ccccc1C(=O)NCCSc1ccccc1	12	-15	3	1	-9	-3	23	7
C=CCNC(=O)CSc1nnc(-c2ccccn2)n1Cc1ccccc1	8	-7	4	3	-6	0	-11	12
CCOc1cccc(C2/C(=C(\O)c3ccc4c(c3)OCCO4)C(=O)C(=O)N2Cc2ccncc2)c1 (stereo not drawn)	-10	-17	2	6	-3	-5	-2	2
O=C(CN(Cc1ccco1)C(=O)c1cc(=O)[nH]c2ccccc12)Nc1ccccc1C(F)(F)F	-40	18	-3	-1	-7	4	-11	9
O=c1[nH]c2ccsc2c(=O)n1CCO	8	-4	3	-8	-5	-5	-8	3

Part of the list above, showing only PfGluPho inh and SENP8 block-1.
smiles	PfGluPho inh	SENP8 block-1
COc1ccccc1N1CCN(S(=O)(=O)c2c(C)[nH]c(C)c2C(=O)N2CCCC2)CC1	7	17
Cc1cc2nc(C3CCN(CC4COc5ccccc5O4)CC3)[nH]c2cc1C (stereo not drawn)	5	13

Next section.
SMILES	SENP8 block-1	PfGluPho inh	SENP1 inh	SENP8 block-2	HKDC1 inhibitor	Apaf-1 inh	SENP6 block	SENP7 block
COc1ccc2[nH]cc(C(=O)CN3CCCC(C)(C)C3)c2c1	8	14	-5	-3	-6	2	2	1
OCC1(CCOc2ccccc2)CCN(Cc2ccc3cccc(F)c3n2)CC1	-5	-1	-12	2	-8	11	-12	2
O=c1cc(CN2CCOCC2)nc(C2CC2)[nH]1	14	2	1	-5	-5	6	-8	-7
COC(=O)C1CSc2[nH]c(=O)sc2C1c1ccc(O)c(OC)c1 (stereo not drawn)	20	4	4	4	0	-1	-10	7
Cc1ccc(N(CC(=O)N2CCOCC2)S(=O)(=O)c2ccccc2)cc1	33	-7	-4	1	1	13	4	2
CCc1cc2c(NC(Cc3ccccc3)C(=O)O)nc(C)nc2s1 (stereo not drawn)	-2	-10	0	-2	-3	-4	-6	-3
Cc1cccc(NC(=S)N2CCC(C(=O)c3ccc(F)cc3)CC2)c1	1	18	3	/	-3	/	/	/
O=C(Cc1cccs1)Nc1nnc(COc2ccccc2)s1	10	5	-5	1	-10	10	-7	7
CC(c1nnc(SCC(=O)Nc2ccc3[nH]c(=O)[nH]c3c2)n1Cc1ccccc1)N(C)C (stereo not drawn)	-5	2	-13	-7	2	0	7	-6
COc1ccccc1-c1nnc(SCC(=O)Nc2cccnc2Cl)n1C	2	2	1	-4	-4	0	-2	12
Nc1nc(C23CC4CCC(CC(C4)C2)C3)cs1	5	4	-1	-1	-2	-3	-2	0
CC1(OC(=O)CCc2ccccc2)C(=O)C=C2C=C(c3ccc(C#N)cc3)N(C3CCCC3)C=C2C1=O (stereo not drawn)	-195	61*	-62	-7	19	14	-7	-11
CN(C)/C=C/C(=O)c1cnc(-c2ccccc2Cl)s1	-6	3	-12	-16	9	12	-32	-8
CCCCNc1c(C(=O)OCC)c(C)nc2c1cnn2CC	2	-7	1	1	-2	6	6	7
C=CCn1c(CNC(=O)c2cccs2)nnc1SCC(=O)c1ccc(Br)cc1	31	8	2	-3	-7	25	6	-1
Nc1nonc1C(=O)NCCNS(=O)(=O)c1ccc(F)cc1	4	12	2	-1	-8	-2	0	6
CCCc1nnc(NC(=O)CCCN2C(=O)c3ccccc3C2=O)s1	12	0	3	-2	-6	-1	2	3
O=C(NCc1ccccc1)c1cccc(NS(=O)(=O)c2cccc3cccnc23)c1	13	-8	-4	9	-1	10	17	9

Screening results as filed in PubChem BioAssay.
